Tb PFK inh: blocks T. brucei phosphofructokinase; actives 0.17% (n = 330,000); T. brucei PFK, ADP-Glo luminescence; O15648; Potency, µM (series often up to 57.5 µM), for inactives: top-dose activity, negative = inhibition, most hits filed as inhibitors;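 further: potency means the concentration at half of the fitted maximal effect; 0% = uninhibited 1x PFK enzyme wells and -100% = no-enzyme wells; nearly all actives have a fitted effect of over 60% in size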
Target sequence (O15648 whole entry, looked up): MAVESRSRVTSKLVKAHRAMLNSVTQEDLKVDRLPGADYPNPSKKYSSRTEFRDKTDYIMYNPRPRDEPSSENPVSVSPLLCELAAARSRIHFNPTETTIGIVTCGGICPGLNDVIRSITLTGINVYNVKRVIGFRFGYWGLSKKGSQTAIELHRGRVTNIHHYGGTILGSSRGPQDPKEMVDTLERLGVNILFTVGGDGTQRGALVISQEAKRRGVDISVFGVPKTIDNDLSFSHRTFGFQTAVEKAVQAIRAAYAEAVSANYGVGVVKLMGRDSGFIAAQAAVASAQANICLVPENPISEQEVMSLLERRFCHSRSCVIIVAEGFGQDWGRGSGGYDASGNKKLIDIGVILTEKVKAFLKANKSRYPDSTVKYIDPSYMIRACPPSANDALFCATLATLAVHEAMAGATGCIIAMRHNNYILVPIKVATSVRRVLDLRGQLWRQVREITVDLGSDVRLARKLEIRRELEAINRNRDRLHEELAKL
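Luminescent ADP detection (ADP-Glo, two-step: ATP depletion then ADP-to-ATP conversion for luciferase) reported PFK activity after 45 min room-temperature reaction of 1.25 nM enzyme with 0.5 mM F6P and 0.1 mM ATP at pH 8.0.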
Giardia kill: kills Giardia lamblia | Giardia lamblia trophozoite viability | activity change, % at 7.66 µM, hits read low | actives 0.15% (n = 340,000) | AID 540267; in the data active means activity change below about -80%; inconclusive means between about -30% and that limit;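 further: parasites exposed to compound for two days anaerobically before the ATP read; on the % scale 0 is the no-effect control and ±100 the full control effect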
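Each well holds 100 Giardia trophozoites and compound. After two days (48 hrs) at 37 deg C in anaerobic conditions, ATP is quantified by luminescence.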
uPA surface inh: inhibitors of cell surface uPA generation; cell surface uPA generation assay, qHTS; Potency, µM (titrated, usually from 38.3 µM), without a hit: top-dose activity change, negative = inhibition, usual class: inhibitors; actives 0.31% (n = 330,000); active means well fitted inhibition curve with a large enough effect; inconclusive means small, poorly fitted or top-dose-only effect; inactive means no such curve, though single readings can be large or run the other way; tested in mouse RAW 264.7 cells; further: potency means the concentration at half of the fitted maximal effect; on the % scale 0 is the no-effect control and ±100 the full control effect; nearly all actives have a fitted effect of over 55% in size
RORgamma inh: inhibitors of mouse ROR gamma transcriptional activity. P51450. Drosophila S2 Gal4-RORgamma UAS-luciferase reporter, 20 h. Potency, µM (titrated, usually from 53.6 µM), for inactives: at the top dose activity change, negative = inhibition, hits mostly inhibitors. actives 5.4% (n = 310,000). AID 2551; further: potency means the concentration at half of the fitted maximal effect; on the % scale 0 is the no-effect control and ±100 the full control effect; nearly all actives have a fitted effect of over 60% in size
Target sequence (P51450 whole entry, looked up, the tested form may be a part): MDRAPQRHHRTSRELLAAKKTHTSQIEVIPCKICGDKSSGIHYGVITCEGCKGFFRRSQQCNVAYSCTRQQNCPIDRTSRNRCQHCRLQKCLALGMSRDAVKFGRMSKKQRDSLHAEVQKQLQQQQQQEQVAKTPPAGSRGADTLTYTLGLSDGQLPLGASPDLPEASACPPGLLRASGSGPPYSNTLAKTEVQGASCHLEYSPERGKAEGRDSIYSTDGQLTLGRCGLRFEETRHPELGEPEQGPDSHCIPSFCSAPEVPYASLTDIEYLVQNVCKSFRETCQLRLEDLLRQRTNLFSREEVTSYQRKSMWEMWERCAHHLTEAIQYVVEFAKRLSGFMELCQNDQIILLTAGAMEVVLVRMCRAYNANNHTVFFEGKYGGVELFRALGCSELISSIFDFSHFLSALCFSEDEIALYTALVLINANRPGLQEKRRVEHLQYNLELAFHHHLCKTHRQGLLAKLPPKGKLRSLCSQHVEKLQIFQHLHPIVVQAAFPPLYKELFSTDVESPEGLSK
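Read-out: Photinus luciferase luminescence; inhibitors lower reporter signal. Insect Schneider cells with Gal4-ROR gamma fusion under metallothionein promoter, UAS reporter; 700 uM final copper sulfate induction, 20 hr, ambient temperature.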
FLuc modulator: inhibits or activates purified firefly luciferase, miR-21 counter-screen; purified FLuc, Km substrates, luminescence inhibition; Potency, µM (top dose mostly 57.5 µM), inactives show at the highest dose activity change, negative = inhibition, usual class: inhibitors; actives 6.9% (n = 360,000); AID 588342;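 further: potency means the concentration at half of the fitted maximal effect; plate controls were vehicle for no effect and reference inhibitor for full effect; nearly all actives have a fitted effect of over 55% in size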
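Biochemical qHTS of compounds, final roughly 60 µM downward over six points, against 10 nM purified firefly luciferase using Km concentrations of substrates (10 uM D-luciferin, 10 uM ATP) in Tris acetate pH 7.5 buffer; luminescence output.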
ELG1 genotox: induces genotoxicity in HEK293T cells with luciferase-tagged ELG1; Potency, µM (highest dose often 46 µM), without a hit: at the highest dose activity change, positive = activation, most hits filed as activators; HEK293T ELG1-luciferase reporter, luminescence, 16 h; actives 1.3% (n = 330,000); further: potency means the concentration at half of the fitted maximal effect; % of control where 0% means no effect; nearly all actives have a fitted effect of over 60% in size
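HEK293T cells expressing luciferase-tagged ELG1 were treated with compound or DMSO for 16 hr at 37°C. Luciferase activity was then read after 30 min with ONE-Glo at room temperature; rising signal flags genetic stress.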
NPC1 prom act: NPC1 promoter activation; Huh7 NPC1 promoter luciferase reporter, 24 h; actives 2.4% (n = 320,000); Potency, µM (doses to about 9.22 µM), inactives show at the top dose activation, hits mostly activators;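 further: potency means the concentration at half of the fitted maximal effect; % of control where 0% means no effect; nearly all actives have a fitted effect of over 60% in size; reporter is driven by a mutant NPC1 promoter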
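Luminescence from an NPC1 promoter-driven luciferase reporter in stably transfected Huh7 cells was measured after 24 h compound treatment at 37 °C, followed by 10 min ambient incubation with luciferase detection reagent.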
Coupling enz: inhibits coupling enzyme system, counter-screen for aldolase hits; coupling enzyme system counterscreen, AmpLite Red fluorescence; activity change, negative = inhibition, % at 58.2 µM, hits read low; actives 0.67% (n = 290,000); AID 2472; in the data active means activity change below about -30%; further: on the % scale 0 is the no-effect control and ±100 the full control effect
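Final compound at 57.5 uM, incubated 10 min at RT with coupling enzyme reagent (glyceraldehyde-3-phosphate), then 20 min with substrate and AmpLite Red detection. Fluorescence read at 525/598 nm; tests interference with the coupling assay, not aldolase inhibition.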
Gal4-VP16 FLuc: Gal4-VP16 reporter inhibition counter-screen | actives 3.5% (n = 310,000) | Drosophila S2 Gal4-VP16 UAS-luciferase, luminescence, 20 h | Potency, µM (series often up to 53.6 µM), for inactives: top-dose activity, negative = inhibition, most hits filed as inhibitors;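 further: Gal4-VP16 expression switched on by copper sulfate through the metallothionein promoter; potency means the concentration at half of the fitted maximal effect; on the % scale 0 is the no-effect control and ±100 the full control effect; nearly all actives have a fitted effect of over 50% in size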
Rab9 prom act: Rab9 promoter activation | Huh7 Rab9 promoter-luciferase reporter, luminescence, 24 h | Potency, µM (titrated, usually from 9.22 µM), without a hit: top-dose activation, negative = inhibition, actives largely listed as activators | actives 2.8% (n = 320,000) | AID 485297; further: potency means the concentration at half of the fitted maximal effect; % of control where 0% means no effect; nearly all actives have a fitted effect of over 60% in size
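Luminescence read-out: Huh7 cells stably expressing Rab9-luciferase, treated 24 h with compound at 37 °C, then lysed with luciferase reagent for 10 min at ambient before reading.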
KCNH2 3.1 inh: KCNH2 3.1 (human) potassium channel inhibition. U2OS KCNH2 3.1, thallium flux FluxOr; stronger effect = lower value. activity change, % (tested at about 1.8 µM). actives 0.95% (n = 340,000);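 active means maximum activity change below -70%; inconclusive means maximum activity change from -70% to -50%; inactive means maximum activity change above -50%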;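 further: thallium influx rate constant from kinetic fluorescence after stimulation buffer; on the % scale 0 is the no-effect control and ±100 the full control effect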
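Measured as rate of thallium-driven FluxOr signal in transduced U2OS cells carrying the 3.1 channel, read kinetically for 2 min upon stimulation; values are rate constants scaled to DMSO control wells.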
An asterisk follows results filed as active; u = inconclusive; x = no result given; [ ] = remark or other dose. Unless noted, the call rests on the fitted dose curve; in most records, active means well fitted curve in the direction sought with a large enough effect; inconclusive means small, poorly fitted or top-dose-only effect, or another doubt; inactive means no such curve, though single readings can be large; an effect the other way counts as inactive or inconclusive.

SMILES	Tb PFK inh	Giardia kill	uPA surface inh	RORgamma inh	FLuc modulator	ELG1 genotox	NPC1 prom act	Coupling enz	Gal4-VP16 FLuc	Rab9 prom act	KCNH2 3.1 inh
O=C(COc1ccccc1/C=C1\SC(=O)NC1=O)Nc1ccc(F)cc1	0%	-13	0%	7%	u	0%	13%	3	-2%	-9%	33
CCn1c2ccc(F)cc2c2nnc(NN)nc21	8%	-3	4%	7%	-2%	-8%	-2%	4	-18%	-3%	-13
CN(C)c1ccc([N+](=O)[O-])cc1C(=O)O	0%	2	0%	-31%	-1%	0%	2%	2	-4%	1%	31
Cc1ccc(C(=O)Nc2c3c(nn2C(C)(C)C)CS(=O)(=O)C3)cc1[N+](=O)[O-]	-3%	-4	0%	1%	3%	4%	2%	1	0%	-1%	4
CCOc1ccc(/C=C2\SC(=S)N(CCC(=O)O)C2=O)cc1	4%	0	-3%	1.1µM*	1.7µM*	0%	-11%	10	-3%	-31%[inhibitor]	-2
CCC(C)NC(=O)c1ccc(N2CC3CC(C2)c2cccc(=O)n2C3)c(NC(=O)c2ccc(Br)o2)c1 (stereo not given)	1%	-2	4%	-1%	0%	0%	2%	-2	9%	0%	10
CC(OC(=O)c1cccc(S(=O)(=O)Nc2ccccc2F)c1)C(=O)NCc1ccc2c(c1)OCO2 (stereo not given)	-3%	-11	-1%	u	8%	-4%	-5%	7	-1%	2%	-6
Fc1ccc(CNC2CCN(Cc3ccccc3)CC2)cc1	1%	1	u	-17%	0%	-3%	6%	-2	1%	-6%	7
COC(=O)c1ccc(NS(=O)(=O)c2ccc(SC)cc2)cc1	-3%	-13	-10%	u	-4%	6%	0%	-3	u	-5%	-4
COc1ccc(/C=C/C(=O)NNC(=O)C(C)Oc2ccccc2F)cc1OC (stereo not given)	9%	u	2%	x	x	1%	x	x	x	x	7
CC1CN(S(=O)(=O)N2CCOCC2)CCN1S(=O)(=O)N1CCOCC1 (stereo not given)	2%	19	-1%	-1%	-2%	0%	0%	2	-5%	-2%	-5
O=C(NNc1ccccc1Br)C(=O)n1ccc2ccccc21	-2%	3	2%	3%	u	0%	-1%	3	-11%	-5%	5
N#Cc1cc2sc3nnc(-c4ccncc4)n3c2cc1C#N	-10%	-16	-11%	-29%	5%	u	-7%	0	u	-2%	-17
CCC(C)NC(=O)c1ccc(NC(=O)C2CCCO2)cc1 (stereo not given)	2%	30	2%	42%	0%	1%	-3%	2	8%	1%	4
Cc1ccccc1NC(=O)c1ccc2nc(N3CCOCC3)sc2c1	-5%	-11	-18%	6%	-11%	12%	-2%	0	u	u	-3
CCCCCCCCCCCCC(=O)CCCCC(=O)O	1%	-5	10%	3%	u	2%	1%	5	0%	10%	2
CC(C)C[C@H](NC(=O)c1nc[nH]c1C(=O)N1CCC(C)CC1)C(=O)OC(C)(C)C	0%	-9	2%	16µM*	1%	2%	-2%	3	u	-7%	29
O=[N+]([O-])c1ccc2nc(-[n+]3c(-c4ccccc4)cc(-c4ccccc4)cc3-c3ccccc3)[nH]c2c1	-3%	-18	-10%	u	-1%	-11%	-2%	0	u	4%	-38
CC(C)OCCCNC(=O)c1ccc(N(C)S(C)(=O)=O)cc1	-2%	5	x	-1%	-2%	4%	-2%	1	4%	0%	1
CN(C)S(=O)(=O)c1cccc(NC(=O)C(c2ccccc2)c2ccccc2)c1	0%	3	3%	5%	-1%	-5%	-3%	-2	0%	0%	-4
COc1ccc(OCC(=O)NCc2ccc(Cl)cc2)cc1	-3%	-19	0%	2%	5%	1%	0%	3	1%	-1%	-3
COCCN1CN=C(Nc2nc3ccccc3s2)NC1	2%	25	0%	-2%	-17%	8%	6%	3	-2%	-5%	2
O=C(Nc1ccc(S(=O)(=O)NC2=NCCCCC2)cc1)c1ccccc1Cl	2%	-10	-10%	1%	-10%	-3%	2%	-1	4%	-5%	-3
COc1ccccc1-c1nnc(SCc2ccccn2)n1C	3%	8	14%	3%	1%	0%	-3%	2	1%	-12%	-11
CCN(CC(=O)NCc1ccncc1)S(=O)(=O)c1ccccc1	-2%	1	-1%	-35%	8%	-4%	2%	-1	0%	-1%	13
CNc1cnn(-c2ccc(C)cc2)c(=O)c1Cl	1%	19	-1%	-37%	13µM*	u	1.6µM*	0	-23%	3.2µM*	-2
COc1cc(OC)cc(-c2cc3ncccc3cn2)c1	0%	6	-9%	x	u	10%	14%	x	x	-1%	x
O=C(Nc1ccc(Nc2ccccc2)cc1)C(Cl)Cl	0%	11	-1%	-27%	u	-2%	-8%	0	-3%	-8%	-7
O=C1N=C(N2C=CC(=C3C=CNC=C3)C=C2)/C(=C/N=NC(=O)c2ccccc2)S1	-4%	8	1%	-2%	-4%	-1%	1%	2	2%	-2%	-2
Fc1ccc2cnc(-c3ccccc3)c(-c3cc(C(F)(F)F)cc(C(F)(F)F)c3)c2c1	16%	11	-12%	x	x	0%	x	x	x	x	-6
O=C(OCc1ccc(Br)cc1)c1cnc(Cl)c(Cl)c1	0%	7	-18%	-6%	u	u	2%	4	-1%	-4%	4
Cc1cccc(N=Nc2c(O)[nH]c3ccc(Br)cc23)c1	0%	-1	4%	23%	15µM*	u	u	-2	-5%	23%	-13
O=C(CSc1nc2ccccc2s1)N1CCCCC1	-5%	0	-4%	37%	24µM*	u	2.8µM*	2	-9%	3.5µM*	5
CCOc1ccc(-c2c(C(=O)N/N=C/C3CC=CCC3)nnn2-c2nonc2N)cc1 (stereo not given)	0%	18	7%	-27%	1%	2%	1%	x	-11%	-3%	-2
CCC(C)c1ccccc1NC(=O)C(C)OC(=O)CN1C(=O)NC(C)(C)C1=O (stereo not given)	0%	-22	-2%	x	0%	1%	-2%	x	x	-1%	9
CCN1C(=O)c2ccc(C(=O)NCc3ccc4c(c3)OCO4)cc2C1=O	0%	-5	4%	19%	3%	2%	-1%	5	-2%	3%	-11
CCC(c1nnnn1Cc1ccc(F)cc1)N1CCN(C)CC1 (stereo not given)	0%	-20	-4%	-3%	6%	-1%	1%	-2	-15%[10 µM]	-8%	19
Cc1ccc(Cn2nc(C)c(/C=N/NC(=O)c3cccnc3)c2C)cc1	-1%	0	-2%	11%	-11%	1%	2%	-1	-12%	-3%	4
CC(C)c1ccc(NC(=O)C2CCN(c3ncnc4c3nc3n4CCCCC3)CC2)cc1	-1%	-24	1%	-39%	-1%	12%	-7%	-2	-27%	-15%	1
CN(C)S(=O)(=O)c1cccc(NC(=O)/C=C/c2ccc(S(=O)(=O)N3CCOCC3)cc2)c1	-1%	12	u	x	-6%	-8%	2%	x	x	-10%	11
CC1CCCN(c2cc(N(C)CCO)c([N+](=O)[O-])c3nonc23)C1 (stereo not given)	-4%	7	0%	0%	-11%	1%	-1%	0	-8%[10 µM]	-2%	-17
O=c1c(/C=N\NS(=O)(=O)c2ccccc2)coc2ccc(Cl)cc12	3%	4	6%	x	-2%	-18%	11%	-1	x	8%	-5
C[C@H](CO)N1C[C@H](C)[C@@H](CN(C)Cc2ccc(C(=O)O)cc2)Oc2c(NS(=O)(=O)c3ccc(F)cc3)cccc2C1=O	0%	-1	-4%	x	x	0%	x	x	x	x	-18
CSc1ccc(/C=C(/NC(=O)c2ccccc2)C(=O)NCCCn2ccnc2)cc1	1%	0	5%	-1%	-2%	-7%	0%	3	-14%	-4%	u
Cc1nc(SCC(=O)OCc2ccccc2)c2c(=O)n(C)c(=O)n(C)c2n1	0%	3	4%	-20%	-38%	-9%	3%	1	-2%	-4%	-2
CC(C)c1ccc(C(O)c2nc3ccccc3n2C)cc1 (stereo not given)	-18%	-18	-10%	-15%	-16%	0%	12%	1	-16%	-1%	10
NS(=O)(=O)c1ccc(CCNC(=O)c2coc3ccccc3c2=O)cc1	0%	12	4%	8%	-1%	-1%	-4%	5	3%	-3%	4
Cc1cc(NC(=NC2CC2)c2ccccc2F)n(-c2ccccc2)n1	0%	2	-1%	-13%	-2%	-4%	0%	1	3%	-6%	5
CCOC(=O)C(CC)(CC)C(=O)/C=C/c1ccc(Br)cc1	1%	8	4%	u	5%	-1%	-7%	0	u	-4%	-8
Cc1[nH]c(C)c(S(=O)(=O)NCc2ccc(N(C)C)cc2)c1C(=O)N1CCCC1	0%	7	-1%	-4%	1%	3%	-1%	-2	-10%	-1%	-3
CCOc1cc(C(=O)Nc2ccc(N3CCN(C(C)=O)CC3)cc2)cc(OCC)c1OCC	5%	-6	1%	13%[1.91 µM]	4%	-6%	-6%	0	7%	-3%	2
CCc1ccc(NC(=O)C(C)OC(=O)CN2C(=O)NC3(CCCC3)C2=O)cc1 (stereo not given)	1%	-26	8%	x	-12%	1%	0%	x	x	-3%	-6
CCOC(=O)CSc1nnc(NCC(=O)OC)c(=O)[nH]1	-20%	10	-4%	-35%	-7%	1%	1%	3	16%	1%	-16
O=S(=O)(/C=C/c1ccccc1)Nc1ccc(N2CCOCC2)cc1	-6%	10	6%	1%	5%	0%	7%	-1	-1%	11%	-1

Compound activity deposited in PubChem BioAssay by National Center for Advancing Translational Sciences (NCATS).

This is a random part of the collection; about 14% have a hit in one of these screens.
